MEKK2 WT-MEK5 = raises or lowers MEK5 binding to wildtype human MEKK2 PB1 domain. binding response (% of control), % at 10 µM. bead flow cytometry, Alexa488-MEK5 binding to MEKK2 WT; actives lie on both sides. 290,000 compounds, 1.1% hits. Q9Y2U5. AID 1531; in the data active = binding response below about 67% or above about 130%
NALP1 inh = blocks the NALP1 inflammasome reconstituted in yeast | S. cerevisiae NALP1/ASC/caspase-1 growth, X-gal OD620, 72 h | inhibition, % at 10 µM | 280,000 compounds, 0.61% hits | AID 2071; in the data active = inhibition mostly above about 24%, no sharp cut-off; inactive = mostly below about 32%; note: some compounds called inactive have numbers as strong as hits
GPR7 antagonist = blocks human GPR7 receptor signaling; P48145; GPR7-expressing cells, fluorescence antagonist assay; inhibition, % at 4.4 µM; 290,000 compounds, 1.1% hits; in the data active = inhibition above about 16%, passing the limit was not always enough;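 note: cells stimulated with the agonist NPW; 0% = agonist with vehicle and 100% = vehicle without agonist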
Target sequence (P48145 whole entry, looked up): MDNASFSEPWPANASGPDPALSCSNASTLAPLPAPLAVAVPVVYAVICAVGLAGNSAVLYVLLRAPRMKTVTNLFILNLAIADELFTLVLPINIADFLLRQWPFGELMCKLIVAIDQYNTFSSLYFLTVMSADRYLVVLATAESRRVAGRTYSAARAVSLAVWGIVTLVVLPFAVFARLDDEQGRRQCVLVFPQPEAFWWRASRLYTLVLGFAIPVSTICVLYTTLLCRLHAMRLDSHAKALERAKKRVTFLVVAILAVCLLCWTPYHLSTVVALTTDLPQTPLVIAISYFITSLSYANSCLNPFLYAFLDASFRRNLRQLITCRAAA
M18AAP inhibitor = PfM18AAP enzyme inhibition | recombinant PfM18AAP, H-Glu-NHMec fluorogenic cleavage | inhibition, % at 7.35 µM | 290,000 compounds, 1.2% hits | AID 1822;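 active = inhibition above the campaign mean inhibition over all tested compounds plus 3 SD, cut at about 28% in these data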;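 note: 0% = plate median of test compound wells and 100% = 2 mM ZnCl2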
PHOSPHO1 inh = inhibitors of human PHOSPHO1 phosphatase. Q8TCT1. 290,000 compounds, 1.1% hits. AID 1565. inhibition, % at 13.3 µM. recombinant PHOSPHO1, absorbance phosphatase assay; in the data active = inhibition above about 60%
MEKK3 PB1 HTS = raises or lowers MEK5 binding to the human MEKK3 PB1 domain. bead-based flow cytometry, Alexa488-MEK5 binding to MEKK3; actives lie on both sides; 0 = blocked by unlabeled MEK5, 100 = vehicle. binding response (% of control), % at 10 µM. 290,000 compounds, 1.4% hits. AID 1529. Q99759;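 active = binding response more than 3 SD above or below the average of its plate-row segment, actives on both sides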;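 note: Alexa488 bead fluorescence after subtracting the streptavidin-only scavenger bead signal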
Target sequence (Q99759 whole entry, looked up, the tested form may be a part): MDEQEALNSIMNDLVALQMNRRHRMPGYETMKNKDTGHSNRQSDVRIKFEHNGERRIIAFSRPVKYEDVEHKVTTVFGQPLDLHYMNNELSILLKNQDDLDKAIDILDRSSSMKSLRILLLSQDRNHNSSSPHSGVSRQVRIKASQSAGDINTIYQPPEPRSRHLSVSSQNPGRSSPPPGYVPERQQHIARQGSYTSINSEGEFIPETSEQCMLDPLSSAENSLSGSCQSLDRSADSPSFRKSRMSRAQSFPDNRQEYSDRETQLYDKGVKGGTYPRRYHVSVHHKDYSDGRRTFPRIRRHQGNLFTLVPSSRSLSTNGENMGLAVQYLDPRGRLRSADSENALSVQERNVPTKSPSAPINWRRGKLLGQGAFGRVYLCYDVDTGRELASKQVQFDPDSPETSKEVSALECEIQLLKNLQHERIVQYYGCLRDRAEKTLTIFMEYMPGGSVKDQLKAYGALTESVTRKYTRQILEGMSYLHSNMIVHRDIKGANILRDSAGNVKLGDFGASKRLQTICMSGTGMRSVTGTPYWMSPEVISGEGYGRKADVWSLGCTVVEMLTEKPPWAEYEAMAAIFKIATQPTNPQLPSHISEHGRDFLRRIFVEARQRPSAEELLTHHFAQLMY
FID counter = counter-screen for HCV NS3 helicase inhibitors: DNA intercalator displacement | DNA fluorescent intercalator displacement, fluorescence | inhibition, % at 7.9 µM | 290,000 compounds, 0.17% hits | AID 1845; in the data active = inhibition above about 37%;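 note: 0% = vehicle and 100% = reference compound; higher means more ethidium bromide displaced from hairpin DNA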
MEKK2 mut-MEK5 = signal of MEK5 binding to mutant human MEKK2 PB1 domain | bead flow cytometry, Alexa488-MEK5 binding to MEKK2 mutant | percent response, % at 10 µM | 290,000 compounds, 0.35% hits | AID 1530; in the data active = percent response above about 24%, passing the limit was not always enough; note: inactives centre near 1; some results filed as inactive read as strong as hits; reference of the scale not given here
OXTR agonist = activates the human oxytocin receptor; CHO-OTR cells, Fluo-8 calcium fluorescence; normalized: DMSO 0%, oxytocin 100%; activation, % at 3 µM; 320,000 compounds, 0.32% hits;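 active = activation above the mean of all tested compounds plus 3 SD, cutoff set per screening run, cut at about 20% in these data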;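 note: peak over basal fluorescence ratio from a 100 s FLIPR kinetic read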
An asterisk follows results filed as active; [ ] = remark or other dose. Outcome played no part in choosing rows, and some 6.2% of all compounds hit somewhere here.

CCc1ccc2nc(Nc3ncc(C(C)=O)c(C)n3)nc(C)c2c1 was read as MEKK2 WT-MEK5 48, GPR7 antagonist -13, M18AAP inhibitor -9, PHOSPHO1 inh 30, MEKK3 PB1 HTS 49*[inhibitor], FID counter -6, MEKK2 mut-MEK5 -11 and OXTR agonist -2.5.
For O=C1c2cccnc2C(=O)N1Cc1ccc(S(=O)(=O)N2CCN(c3ccccc3)CC2)cc1 the results were MEKK2 WT-MEK5 100, NALP1 inh 0, GPR7 antagonist -23, M18AAP inhibitor -5, PHOSPHO1 inh 27, MEKK3 PB1 HTS 100, FID counter -33, MEKK2 mut-MEK5 2 and OXTR agonist 0.2.
COc1cccc(/C=C(/CC(=O)Nc2ccc(N3CCOCC3)cc2)c2nc3ccccc3s2)c1 was read as MEKK2 WT-MEK5 100, GPR7 antagonist -7, M18AAP inhibitor 1, PHOSPHO1 inh 2, MEKK3 PB1 HTS 121, FID counter -3, MEKK2 mut-MEK5 2 and OXTR agonist -1.7.
`O=C(CCC1CCCCC1)Nc1nccs1` gave MEKK2 WT-MEK5 106, NALP1 inh 5, GPR7 antagonist 4, M18AAP inhibitor 5, PHOSPHO1 inh 45, MEKK3 PB1 HTS 104, FID counter -8, MEKK2 mut-MEK5 4 and OXTR agonist -2.0.
`CCN1CCN(CCCN(Cc2ccco2)C(=S)Nc2ccc(Cl)c(C)c2)CC1` gave MEKK2 WT-MEK5 103, NALP1 inh 12, GPR7 antagonist -11, M18AAP inhibitor 1, PHOSPHO1 inh -3, MEKK3 PB1 HTS 100, FID counter 17, MEKK2 mut-MEK5 2 and OXTR agonist 3.2.
For O=C(O)CCN=C1CCCc2ccccc2N1 the results were MEKK2 WT-MEK5 98, NALP1 inh 7, GPR7 antagonist -2, M18AAP inhibitor -7, PHOSPHO1 inh 28, MEKK3 PB1 HTS 98, FID counter -2, MEKK2 mut-MEK5 1 and OXTR agonist -0.2.
For Cn1c(CCNC(=O)c2ccccc2F)nnc1SCc1nc2ccccc2c(=O)[nH]1 the results were MEKK2 WT-MEK5 107, NALP1 inh -4, GPR7 antagonist -5, M18AAP inhibitor -4, PHOSPHO1 inh -21, MEKK3 PB1 HTS 99, FID counter -12, MEKK2 mut-MEK5 0 and OXTR agonist -1.4.
Screening Cc1cc2ncn(C3CC(=O)N(C)C3=O)c2cc1C (stereo not given) returned MEKK2 WT-MEK5 101, NALP1 inh 14, GPR7 antagonist -11, M18AAP inhibitor -10, PHOSPHO1 inh 17, MEKK3 PB1 HTS 100, FID counter 0, MEKK2 mut-MEK5 0 and OXTR agonist 0.1.
For O=C(Cn1c(NCCO)nc2ccccc21)c1ccc(Cl)cc1Cl the results were MEKK2 WT-MEK5 106, NALP1 inh 6, GPR7 antagonist 2, M18AAP inhibitor 6, PHOSPHO1 inh 23, MEKK3 PB1 HTS 103, FID counter 9, MEKK2 mut-MEK5 5 and OXTR agonist -0.3.
For CCn1cc(CN2CCC(C(=O)Nc3cccc(-c4cscn4)c3)CC2)cn1 the results were MEKK2 WT-MEK5 113, NALP1 inh -13, GPR7 antagonist -3, M18AAP inhibitor -6, PHOSPHO1 inh 36, MEKK3 PB1 HTS 103, FID counter 8, MEKK2 mut-MEK5 13 and OXTR agonist 0.3.
For N#CCN1C(=O)NC2(CCCc3sccc32)C1=O (stereo not given) the results were MEKK2 WT-MEK5 97, NALP1 inh 19, GPR7 antagonist -11, M18AAP inhibitor -2, PHOSPHO1 inh 26, MEKK3 PB1 HTS 98, FID counter -4, MEKK2 mut-MEK5 -6 and OXTR agonist 1.8.
Screening COC(=O)c1cc(-c2ccc(OC)cc2)on1 returned MEKK2 WT-MEK5 102, NALP1 inh -1, GPR7 antagonist 4, M18AAP inhibitor -6, PHOSPHO1 inh 39, MEKK3 PB1 HTS 109, FID counter 3, MEKK2 mut-MEK5 4 and OXTR agonist 0.6.
For CC(C)(C)c1ccc(-c2noc(C(=O)NN)n2)cc1 the results were MEKK2 WT-MEK5 97, NALP1 inh 6, GPR7 antagonist -18, M18AAP inhibitor 1, PHOSPHO1 inh -5, MEKK3 PB1 HTS 101, FID counter -1, MEKK2 mut-MEK5 1 and OXTR agonist -1.3.
COc1cccc(N2C(=O)CC(N3CCC(c4nc5ccccc5[nH]4)CC3)C2=O)c1 (stereo not given) was read as MEKK2 WT-MEK5 96, NALP1 inh -9, GPR7 antagonist 6, M18AAP inhibitor -6, PHOSPHO1 inh 0, MEKK3 PB1 HTS 96, FID counter -11, MEKK2 mut-MEK5 -5 and OXTR agonist -1.8.
Cn1c(=O)c2c(nc(CN3CCC(C(N)=O)CC3)n2Cc2c(Cl)cccc2Cl)n(C)c1=O was read as MEKK2 WT-MEK5 97, NALP1 inh 7, GPR7 antagonist -10, M18AAP inhibitor 5, PHOSPHO1 inh 1, MEKK3 PB1 HTS 100, FID counter -24, MEKK2 mut-MEK5 -2 and OXTR agonist -0.5.
COc1ccc(/C=N/n2c(-c3n[nH]c4c3CCC4)n[nH]c2=S)cc1 was read as MEKK2 WT-MEK5 105, NALP1 inh -10, GPR7 antagonist -9, M18AAP inhibitor 4, PHOSPHO1 inh 20, MEKK3 PB1 HTS 108, FID counter -9, MEKK2 mut-MEK5 5 and OXTR agonist -2.0.
For O=C(O)CC1SC(=O)N(Cc2ccccc2)C1=O (stereo not given) the results were MEKK2 WT-MEK5 97, NALP1 inh 7, GPR7 antagonist -11, M18AAP inhibitor 1, PHOSPHO1 inh 19, MEKK3 PB1 HTS 95, FID counter -1, MEKK2 mut-MEK5 -3 and OXTR agonist 0.9.
For Cc1noc(C)c1CSCC(=O)OCC(=O)Nc1sccc1C#N the results were MEKK2 WT-MEK5 113, NALP1 inh -8, GPR7 antagonist -5, M18AAP inhibitor -6, PHOSPHO1 inh -11, MEKK3 PB1 HTS 107, FID counter 2, MEKK2 mut-MEK5 3 and OXTR agonist 6.0.
`CN(C)c1nc(N(C)C)n(C(=O)c2cccs2)n1` gave MEKK2 WT-MEK5 100, NALP1 inh 9, GPR7 antagonist -5, M18AAP inhibitor -6, PHOSPHO1 inh -17, MEKK3 PB1 HTS 99, FID counter -2, MEKK2 mut-MEK5 0 and OXTR agonist -1.1.
`O=C1c2ccccc2CCC1C(O)c1ccccn1` (stereo not given) gave MEKK2 WT-MEK5 101, NALP1 inh 4, GPR7 antagonist 0, M18AAP inhibitor 1, PHOSPHO1 inh 14, MEKK3 PB1 HTS 102, FID counter -3, MEKK2 mut-MEK5 -4 and OXTR agonist -1.6.

A draw from above in order of SMILES length, largest number first:
COc1ccc(/C=N/n2c(-c3n[nH]c4c3CCC4)n[nH]c2=S)cc1 was read as MEKK2 WT-MEK5 105, NALP1 inh -10, GPR7 antagonist -9, M18AAP inhibitor 4, PHOSPHO1 inh 20, MEKK3 PB1 HTS 108, FID counter -9, MEKK2 mut-MEK5 5 and OXTR agonist -2.0.
For Cc1noc(C)c1CSCC(=O)OCC(=O)Nc1sccc1C#N the results were MEKK2 WT-MEK5 113, NALP1 inh -8, GPR7 antagonist -5, M18AAP inhibitor -6, PHOSPHO1 inh -11, MEKK3 PB1 HTS 107, FID counter 2, MEKK2 mut-MEK5 3 and OXTR agonist 6.0.
For CC(C)(C)c1ccc(-c2noc(C(=O)NN)n2)cc1 the results were MEKK2 WT-MEK5 97, NALP1 inh 6, GPR7 antagonist -18, M18AAP inhibitor 1, PHOSPHO1 inh -5, MEKK3 PB1 HTS 101, FID counter -1, MEKK2 mut-MEK5 1 and OXTR agonist -1.3.
`CN(C)c1nc(N(C)C)n(C(=O)c2cccs2)n1` gave MEKK2 WT-MEK5 100, NALP1 inh 9, GPR7 antagonist -5, M18AAP inhibitor -6, PHOSPHO1 inh -17, MEKK3 PB1 HTS 99, FID counter -2, MEKK2 mut-MEK5 0 and OXTR agonist -1.1.
Screening COC(=O)c1cc(-c2ccc(OC)cc2)on1 returned MEKK2 WT-MEK5 102, NALP1 inh -1, GPR7 antagonist 4, M18AAP inhibitor -6, PHOSPHO1 inh 39, MEKK3 PB1 HTS 109, FID counter 3, MEKK2 mut-MEK5 4 and OXTR agonist 0.6.
`O=C1c2ccccc2CCC1C(O)c1ccccn1` (stereo not given) gave MEKK2 WT-MEK5 101, NALP1 inh 4, GPR7 antagonist 0, M18AAP inhibitor 1, PHOSPHO1 inh 14, MEKK3 PB1 HTS 102, FID counter -3, MEKK2 mut-MEK5 -4 and OXTR agonist -1.6.

Remaining list, next part:
`Cc1nc(N2CCN(C(=O)c3ccco3)CC2)c2c3c(sc2n1)CCCC3` gave MEKK2 WT-MEK5 91, NALP1 inh 10, GPR7 antagonist 6, M18AAP inhibitor -4, PHOSPHO1 inh -7, MEKK3 PB1 HTS 70, FID counter -35, MEKK2 mut-MEK5 1 and OXTR agonist -1.4.
Cc1cc(NC(=O)C2CC(=O)N(c3ccccc3C)C2)no1 (stereo not given) was read as MEKK2 WT-MEK5 96, NALP1 inh 11, GPR7 antagonist -7, M18AAP inhibitor -6, PHOSPHO1 inh 3, MEKK3 PB1 HTS 101, FID counter -5, MEKK2 mut-MEK5 -5 and OXTR agonist 0.1.
`O=C(NC1CCCC1)C1CCCN1C(=O)Nc1ccccc1` (stereo not given) gave MEKK2 WT-MEK5 104, NALP1 inh 13, GPR7 antagonist -4, M18AAP inhibitor 1, PHOSPHO1 inh 7, MEKK3 PB1 HTS 100, FID counter -1, MEKK2 mut-MEK5 1 and OXTR agonist 0.2.
`Cc1cc(C)n(-c2cc(N3CCN(C(=O)c4ccccc4C)CC3)ccc2[N+](=O)[O-])n1` gave MEKK2 WT-MEK5 109, GPR7 antagonist 0, M18AAP inhibitor -2, MEKK3 PB1 HTS 112, FID counter -24, MEKK2 mut-MEK5 5 and OXTR agonist 4.7.
Screening CCOC(=O)C1CCCC(NS(=O)(=O)c2ccc(NC(C)=O)cc2)C1 (stereo not given) returned MEKK2 WT-MEK5 98, NALP1 inh 15, GPR7 antagonist 3, M18AAP inhibitor -1, PHOSPHO1 inh 17, MEKK3 PB1 HTS 98, FID counter -5, MEKK2 mut-MEK5 -3 and OXTR agonist 0.2.
For COc1ccc(N=C2C(=Nc3ccc(OC)cc3)N(c3ccc(OC)cc3)C(=S)N2c2ccccc2)cc1 the results were MEKK2 WT-MEK5 94, NALP1 inh 16, GPR7 antagonist -7, M18AAP inhibitor 7, PHOSPHO1 inh 3, MEKK3 PB1 HTS 96, FID counter 1, MEKK2 mut-MEK5 -3 and OXTR agonist 0.3.
COc1ccc(CC2(CO)CCN(Cc3ccncc3)CC2)cc1 was read as NALP1 inh -4, GPR7 antagonist 2, M18AAP inhibitor -14, PHOSPHO1 inh 24, FID counter -2 and OXTR agonist 0.1.
Screening COc1ccc(NC(=O)c2ccc(=O)oc2)cc1 returned NALP1 inh -7, GPR7 antagonist -13, M18AAP inhibitor -7, PHOSPHO1 inh 6, FID counter -7 and OXTR agonist -0.4.
For Cc1cc(C)n(CCNC(=O)C2CCC(=O)N(Cc3ccc(Cl)cc3)C2)n1 (stereo not given) the results were MEKK2 WT-MEK5 102, NALP1 inh 6, GPR7 antagonist -2, M18AAP inhibitor -1, PHOSPHO1 inh 28, MEKK3 PB1 HTS 100, FID counter -22, MEKK2 mut-MEK5 5 and OXTR agonist -0.2.
Screening COc1ccc(CCNC(=O)C2CCN(S(=O)(=O)c3cccc4nonc34)CC2)cc1OC returned MEKK2 WT-MEK5 104, NALP1 inh 17, GPR7 antagonist -12, M18AAP inhibitor 8, PHOSPHO1 inh -34, MEKK3 PB1 HTS 100, FID counter -13, MEKK2 mut-MEK5 0 and OXTR agonist -0.1.

Screens (PubChem BioAssay)
